# Assay outcomes (PubChem)
# TEAD-YAP inh – TEAD-YAP interaction inhibition, primary screen, TEAD-YAP interaction inhibitor project, luminescence, HEK-TIYL cells; TEAD-Gal4/YAP UAS-luciferase luminescence; hit rate 1.4% among 640,000; inhibition, % at 9.12 µM; in the data active means inhibition above about 32%;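 further: 0% = median of test compound wells and 100% = reference inhibitor wells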
# FBW7 activator – FBW7 E3 ligase activators, primary screen, biochemical, AlphaScreen, human | F-box/WD repeat-containing protein 7 (Homo sapiens), Q969H0 | normalized activity (activation), % at 26.1 µM | AlphaScreen FBW7–phospho-cyclin E peptide binding, activator screen | AID 1259310, 2017 | hit rate 0.13% among 650,000; in the data active means normalized activity above about 1.9%;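 further: purified mutant Fbw7 with reduced substrate affinity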
# Target sequence (Q969H0 whole entry, looked up): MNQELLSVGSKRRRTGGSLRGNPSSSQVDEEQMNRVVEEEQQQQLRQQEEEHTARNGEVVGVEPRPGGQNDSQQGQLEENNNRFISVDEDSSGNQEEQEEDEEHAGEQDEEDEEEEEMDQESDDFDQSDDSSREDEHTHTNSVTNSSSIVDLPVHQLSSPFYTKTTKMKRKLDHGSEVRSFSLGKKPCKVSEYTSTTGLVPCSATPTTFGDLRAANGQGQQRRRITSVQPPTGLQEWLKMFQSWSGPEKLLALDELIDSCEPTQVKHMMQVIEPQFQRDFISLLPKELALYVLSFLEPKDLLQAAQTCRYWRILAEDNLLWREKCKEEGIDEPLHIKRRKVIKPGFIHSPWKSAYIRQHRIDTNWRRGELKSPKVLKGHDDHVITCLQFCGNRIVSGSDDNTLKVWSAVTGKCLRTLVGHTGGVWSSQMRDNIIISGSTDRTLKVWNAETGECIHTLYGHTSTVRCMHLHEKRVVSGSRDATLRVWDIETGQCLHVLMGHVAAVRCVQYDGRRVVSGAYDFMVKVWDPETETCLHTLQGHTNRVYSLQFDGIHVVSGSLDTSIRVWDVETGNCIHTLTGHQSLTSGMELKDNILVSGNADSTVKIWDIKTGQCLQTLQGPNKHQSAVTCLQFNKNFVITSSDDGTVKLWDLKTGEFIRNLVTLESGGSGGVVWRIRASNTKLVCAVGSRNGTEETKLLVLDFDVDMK
# MITF primary – MITF inhibitors, primary screen, biochemical, AlphaScreen, human | Microphthalmia-associated transcription factor (Homo sapiens), O75030 | AlphaScreen MITF homodimerization, bead proximity signal | inhibition, % at 2.6 µM | hit rate 0.91% among 650,000 | AID 1259374, 2018; in the data active means inhibition above about 50%;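 further: 0% = vehicle wells with protein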
# GPR151 activ – activators of human GPR151, primary screen, cell-based, PathHunter beta-arrestin, luminescence. PathHunter beta-arrestin GPR151 cells. hit rate 1% among 650,000. activation, % at 11.2 µM; in the data active means activation above about 4.9%;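 further: 0% = median of compound wells and 100% = cells with positive control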
# Target sequence (Q8TDV0 whole entry, looked up): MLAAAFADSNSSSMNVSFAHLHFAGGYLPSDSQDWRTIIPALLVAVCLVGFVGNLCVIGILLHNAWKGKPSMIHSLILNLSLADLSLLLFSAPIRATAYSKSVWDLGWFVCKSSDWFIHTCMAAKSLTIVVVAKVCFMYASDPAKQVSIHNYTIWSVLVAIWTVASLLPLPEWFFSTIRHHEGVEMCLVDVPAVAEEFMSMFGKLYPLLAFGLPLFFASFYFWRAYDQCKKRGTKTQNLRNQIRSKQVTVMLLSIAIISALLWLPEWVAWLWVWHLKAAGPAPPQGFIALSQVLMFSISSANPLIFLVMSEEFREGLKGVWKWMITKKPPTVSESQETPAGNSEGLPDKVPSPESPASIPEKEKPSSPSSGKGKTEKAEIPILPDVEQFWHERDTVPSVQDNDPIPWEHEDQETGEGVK
# * hit, by the source's call.
# Values run as follows: TEAD-YAP inh	FBW7 activator	MITF primary	GPR151 activ
- NC(=O)c1ccc(-c2cc(C(=O)NCc3nc4ccccc4[nH]3)ccn2)cc1
→ -1	0.1	0	-0.7
- O=C(NCc1ccccc1)c1ccc2c(=O)n(CCc3ccccc3)c(SCc3cccc([N+](=O)[O-])c3)nc2c1
→ 13	0.0	0	-0.8
- Cc1ccc2c(c1)c(CC(=O)Nc1ccc(F)cc1)c(C(=O)O)n2C
→ -4	-0.1	-2	0.1
- C/C(=N/NC(=O)c1ccc([N+](=O)[O-])cc1)c1cc(O)ccc1O
→ -2	-0.2	10	-0.1
- CN(C)c1ccc(NC(=O)/C=C/c2ccccc2Cl)cc1
→ -35	0.1	23	-1.3
- O=c1[nH]cc(S(=O)(=O)Nc2ccc3c(c2)OCCO3)c(=O)[nH]1
→ 5	-0.1	12	0.2
- CCN1CCC2(CCN(C(=O)c3cc(COc4ccc(OC)cc4Cl)on3)C2)C1 (centres undefined)
→ 2	0.0	1	3.6
- COC(=O)C(CC(C)=O)C(F)(F)F (centres undefined)
→ 3	-0.1	-2	1.7
- CSc1ccccc1C(=O)NC1CCCCCC1
→ 2	0.5	23	-2.3
- O=C(NCc1ccccc1F)C12CC3CC(CC(C3)C1)C2
→ 1	0.1	12	0.3
- Cc1ccc(S(=O)(=O)N(C)CC(=O)NNC(=O)CCC(=O)c2ccccc2)cc1
→ 7	0.0	4	-0.5
- COc1cc(C=O)c(Br)cc1OC(=O)c1ccccc1
→ -11	1.1	15	1.0
- CC1CCCC(N=c2c([N+](=O)[O-])nn(-c3ccc(Cl)cc3)n2O)C1C (centres undefined)
→ 8	-0.6	36	-1.3
- O=C(OC(c1ccccc1)c1ccccc1)c1ccncc1
→ -10	-0.2	-2	-0.8
- Cc1ccc(CNC(=O)c2ccc3c(=O)n(CCC4=CCCCC4)c(=S)[nH]c3c2)cc1
→ 9	-0.1	-1	0.3
- CCOc1ccc(N2C(=O)NC3CC2(C)Oc2ccc(Cl)cc23)cc1 (centres undefined)
→ 6	0.4	-4	0.3
- c1ccc(Cn2nnnc2CN2CCc3ccccc3C2)cc1
→ 5	0.1	1	-1.6
- c1ccc2c(c1)OC[C@@H](c1nc3ncc(-c4ccncc4)cc3[nH]1)O2
→ 1	-0.3	0	-0.1
- CCOC(=O)Cc1csc(NC(=O)c2csc3c2CCCC3)n1
→ -2	0.3	7	-0.7
- CCC(=O)Nc1c(C)n[nH]c1C
→ 15	-0.1	-5	0.2
- O=C(CNS(=O)(=O)c1cccc2nonc12)NCCc1ccccc1
→ 0	-0.1	0	-0.5
- COc1ccc(C2CC(=O)C3=C(C2)Nc2ccccc2N(C(C)=O)C3c2ccc(OC)c(OC)c2)cc1 (centres undefined)
→ -3	0.2	-3	-1.0
- COc1ccc(CN2C[C@@H]3C[C@@H](c4cccc5nonc45)N4CCC[C@@]34C2=O)cc1
→ -1	0.4	11	-0.4
- COC(=O)c1cn(NC(=O)c2ccc([N+](=O)[O-])c(C)c2)c(=O)c2ccccc12
→ -2	-0.2	-3	4.5
- Cc1ccc(-c2c(C(=O)Nc3ccc(Oc4ccc5c(c4)C(=O)N(c4ccc6c(c4)OCO6)C5=O)cc3)oc(=O)c3ccccc23)cc1
→ -12	-0.1	2	0.3
- CC1CCCC(NC(=O)C2N(CC3CCCO3)C(=O)C3C(C(=O)Nc4cccc(Cl)c4)C4C=CC32O4)C1C (centres undefined)
→ -25	0.0	0	0.0
- O=C(CN1CCN(c2nc(-c3ccccc3)cs2)CC1)Nc1ccccc1F
→ 10	0.0	5	2.2
- CC(=O)NC(CC(=O)OCC(=O)Nc1ccc(Br)cc1F)c1ccccc1 (centres undefined)
→ 5	0.1	12	1.3
- CC(=O)Nc1ccc(Nc2nc(NC3CCC(O)CC3)nc3c2ncn3CCN2CCCC2=O)cc1 (centres undefined)
→ -4	0.1	15	-1.1
- CCOc1ccc(CNS(=O)(=O)c2cc(C(=O)OC)n(C)c2)cc1OC
→ -16	-0.1	-2	-0.2
- CCOC(=O)C1=C(C)N=c2s/c(=C\c3ccc(Br)cc3)c(=O)n2C1c1ccc(OC)c(OC)c1 (centres undefined)
→ 1	-0.1	-11	0.6
- COc1cccc(C(=O)N2CCC(Cn3nc(-c4ccccc4)ccc3=O)CC2)c1
→ -3	0.6	1	-1.0
- O=C(O)c1ccc2c(c1)SC1=NS(=O)(=O)CCN12
→ -25	0.0	7	1.5
- CCCCCC(=O)N/N=C(/C)c1ccccn1
→ -2	-0.1	-2	0.7
- CN(C)C(=O)Cn1c(SCC(=O)Nc2ccc(N(C)C)cc2)nc2ccccc21
→ -4	0.0	-22	-0.2
- Clc1ccc2nc(NCc3ccccc3)c3nncn3c2c1
→ -9	0.2	18	-0.5
- CS(=O)(=O)N(CC(=O)NCc1ccncc1)c1ccc2c(c1)OCO2
→ 5	0.7	19	-1.0
- Cc1ccc(C)c(-n2ccnc2SCC(=O)Nc2nc(C)cs2)c1
→ 8	-0.2	1	0.1
- NC(=O)CSc1n[nH]c(COc2ccc(Cl)cc2)n1
→ -2	0.1	0	-0.6
- COc1ccc(C2C(C(=O)Nc3cccc(Cl)c3)c3ccccc3C(=O)N2C2CCCCC2)cc1 (centres undefined)
→ -2	0.0	-3	1.6
- NC(=O)c1cccc2c1NC(C(=O)O)C1CC=CC21 (centres undefined)
→ 0	-2.1	57*	0.0
- CCOC1OC(=O)C(Cl)=C1Nc1ccc(C)cc1C (centres undefined)
→ -12	0.0	-10	-0.6
- O=C(O)c1ccc(CNCCc2ccccc2)s1
→ -8	1.5	14	-0.1
- COc1ccccc1Oc1nc(-c2cccnc2)nc2ccccc12
→ 17	-0.1	-4	-0.1
- NC(=O)CC(Nc1ccc([N+](=O)[O-])cc1[N+](=O)[O-])C(=O)O (centres undefined)
→ 13	0.7	2	-1.7

# Five compounds drawn at random from the list so far, as already listed:
# Values run as follows: TEAD-YAP inh	FBW7 activator	MITF primary	GPR151 activ
- COc1ccc(C2C(C(=O)Nc3cccc(Cl)c3)c3ccccc3C(=O)N2C2CCCCC2)cc1 (centres undefined)
→ -2	0.0	-3	1.6
- NC(=O)c1cccc2c1NC(C(=O)O)C1CC=CC21 (centres undefined)
→ 0	-2.1	57*	0.0
- CN(C)C(=O)Cn1c(SCC(=O)Nc2ccc(N(C)C)cc2)nc2ccccc21
→ -4	0.0	-22	-0.2
- NC(=O)CSc1n[nH]c(COc2ccc(Cl)cc2)n1
→ -2	0.1	0	-0.6
- CCOC1OC(=O)C(Cl)=C1Nc1ccc(C)cc1C (centres undefined)
→ -12	0.0	-10	-0.6

# (further entries)
# Values run as follows: TEAD-YAP inh	FBW7 activator	MITF primary	GPR151 activ
- COC(=O)c1ccc(NC(=O)c2cc3c(=O)n4cccc(C)c4nc3n2C)cc1
→ -2	-0.1	4	2.9
- COc1ccc(OC)c(C2C(C(=O)Nc3ccc(C)cn3)=C(C)NC3=C2C(=O)CC(C)(C)C3)c1 (centres undefined)
→ -4	0.0	1	-0.3
- COc1ccc(-c2csc(/C(C#N)=C\Nc3cc(OC)ccc3OC)n2)cc1
→ -3	0.7	12	-1.3
- CCOC(=O)C(=CNc1ccc(O)cc1)C(=O)OCC
→ -4	0.6	21	-1.6
- CC(C)c1ccc(NC(=O)CSc2ncn[nH]2)cc1
→ -11	0.2	12	-4.1
- O=C(CSc1nc2ccc(NC(=O)c3ccc(Br)cc3)cc2s1)NCC1CCCO1 (centres undefined)
→ -4	0.0	-4	0.3
- CCOC(=O)C1=C(C)N=c2s/c(=C\c3ccc(-c4ccc(Cl)cc4)o3)c(=O)n2C1c1ccc(Cl)cc1 (centres undefined)
→ 8	0.1	17	3.0
- COC(=O)c1nn2c(C(F)(F)F)cc(-c3ccc(Br)cc3)nc2c1Cl
→ -6	-0.1	5	0.9
- O=C(Nc1cc(Cl)ccc1Cl)c1cccc(F)c1
→ 4	-0.1	-6	2.0
- Clc1cccc(/C=N/Nc2ncc(Br)cn2)c1
→ -41	-0.5	10	1.8
- Cn1c2ccc([N+](=O)[O-])cc2c2nnc(SCN3C(=O)c4ccccc4C3=O)nc21
→ 10	-0.2	-2	0.7
- CC1(C)C(=O)Nc2ccccc2N1C(=O)COC(=O)c1ccc(NC(N)=O)cc1
→ 7	-0.2	6	-0.6
- CSCC(=O)N1CCC(Oc2cccc(C(=O)NCc3ccccn3)c2)CC1
→ 5	0.3	9	-3.3
- COc1ccc(Cl)cc1NC(=O)CSc1nc(N)cc(N)n1
→ -8	-0.1	0	-0.1
- C=CCn1c(-c2ccc(OC)cc2)csc1=Nc1ccc(OCC)cc1
→ 3	0.4	20	-1.0

# 3 compounds out of the list, sorted by number of heavy atoms, smallest number first.
# Values run as follows: TEAD-YAP inh	FBW7 activator	MITF primary	GPR151 activ
- COc1ccc(Cl)cc1NC(=O)CSc1nc(N)cc(N)n1
→ -8	-0.1	0	-0.1
- COC(=O)c1nn2c(C(F)(F)F)cc(-c3ccc(Br)cc3)nc2c1Cl
→ -6	-0.1	5	0.9
- COc1ccc(-c2csc(/C(C#N)=C\Nc3cc(OC)ccc3OC)n2)cc1
→ -3	0.7	12	-1.3

# Copied from the list:
# `CSCC(=O)N1CCC(Oc2cccc(C(=O)NCc3ccccn3)c2)CC1` @ GPR151 activ = -3.3
# `CC1(C)C(=O)Nc2ccccc2N1C(=O)COC(=O)c1ccc(NC(N)=O)cc1` @ MITF primary = 6
# `O=C(CSc1nc2ccc(NC(=O)c3ccc(Br)cc3)cc2s1)NCC1CCCO1` (centres undefined) @ MITF primary = -4
# `C=CCn1c(-c2ccc(OC)cc2)csc1=Nc1ccc(OCC)cc1` @ TEAD-YAP inh = 3

# (cont.)
SMILES	TEAD-YAP inh	FBW7 activator	MITF primary	GPR151 activ
Cc1cc(C)c(NC(=O)Cn2ncc3ccccc32)c(C)c1	2	-0.2	1	-0.2
CCn1c(C)nc2cc(S(N)(=O)=O)ccc21	16	0.2	6	-0.7
O=C1CSC(=O)N1c1ccc(O)cc1	3	-0.1	0	-0.3
Cc1ccc(C(C)C)c(Oc2cc(NC(=O)c3nn4c(C(F)(F)F)cc(-c5cccs5)nc4c3Br)cc([N+](=O)[O-])c2)c1	0	0.0	-14	1.0
C[C@@H](O)[C@@H]1NC(=O)[C@H]2CN(Cc3ccc(Cl)cc3)CCN2C1=O	-6	-0.3	-6	0.2
O=C(NC(=S)Nc1ccc(-c2nc3ccccc3o2)cc1)c1ccc(F)cc1	-11	0.1	2	1.6
Cc1c(NC(=O)c2ccccc2SCc2ccccc2)c(=O)n(-c2ccccc2)n1C	6	0.2	16	-0.6
Cc1nc(-c2ccc(N3CCN(C(=O)C4CCCO4)CC3)nc2)no1 (centres undefined)	-14	0.2	13	-0.4
O=C(O)CNc1cc(N2CCCCC2)c2noc3c2c1C(=O)c1ccccc1-3	59*	-1.1	49	-0.3
O=C(CN1C(=O)/C(=C2\SC(N3CCOCC3)=NC2=O)c2ccccc21)Nc1cccc(Br)c1	-6	-0.2	-4	-0.9
COc1ccc2oc(-c3ccc(NC(=O)c4cccc(C)c4)cc3)nc2c1	7	0.0	-12	0.5
C=CCN1C(=O)/C(=C\c2ccc(-c3cccc(C(=O)O)c3)o2)C(=O)NC1=S	0	-0.5	64*	0.7
CNC(=O)c1nnn(Cc2ccccc2)c1NC(=O)C(F)(F)F	7	0.4	3	-0.9
COCc1cc(C)nc2sc3c(c12)NC(c1ccc(O)cc1)NC3=O (centres undefined)	-5	-0.2	-2	1.6
CCc1ccc(NC2CC(=O)N(c3ccccc3)C2=O)cc1 (centres undefined)	-7	0.3	21	-0.6
Cc1ccc(-c2c(NCCN3CCN(c4ccccc4F)CC3)c(=O)c2=O)cc1	1	0.2	7	-0.4
CCOc1ccc(-n2c(-c3ccc(OC)cc3)c[n+]3c2CCCCC3)cc1	85*	-0.1	-3	0.6
O=C1CCCCC1Oc1cc(O)c2c(=O)cc(-c3ccccc3)oc2c1 (centres undefined)	-7	0.0	5	7.0*
Cc1ccc(-c2nc(Nc3cccc(Cl)c3)sc2C)cc1	-15	-0.2	-6	-0.1
COc1cc(CO)ccc1OCC(=O)Nc1ccc(C)cc1	-20	-0.2	-4	-0.7
COc1ccc(CCCc2n[nH]c(=S)o2)cc1	-7	-0.1	5	-1.9
CC(C)COC(=O)c1ccc(N2C(=O)c3ccc(C(=O)OCC(=O)c4ccc(Br)cc4)cc3C2=O)cc1	9	0.0	-17	-0.7
O=C(NCc1ccccc1)C(=O)NCc1cccnc1	-7	0.0	1	2.2
Cc1ccc(-c2nc3scc(CCNS(=O)(=O)c4ccccc4)n3n2)cc1	0	-0.3	11	0.0
O=C(Nc1ccc(I)c(C(=O)O)c1)c1ccc(F)cc1	7	0.5	1	-4.2
COc1cc2c(cc1OC)CN(Cc1ccc(F)cc1F)CC2	0	0.0	23	0.7
COc1cc(C(=S)N2CCOCC2)cc(OC)c1OC(=O)c1ccc(Br)cc1	-1	0.0	23	-0.2
CCOc1cc(CN2CCN(Cc3cccc(C)c3)CC2)ccc1OC	5	-0.2	14	-0.6
Nc1ncc(Br)cc1S(=O)(=O)NCCC(=O)Nc1cc(F)ccc1F	13	0.1	2	1.3
COC(=O)c1ccc(/C=c2\sc3nc(-c4ccc(C)cc4)nn3c2=O)cc1	-3	-0.2	4	0.6
CCCCN(C)c1ncc(C(=O)OC)c2ccccc12	1	0.5	-18	0.0
COc1ccc2cc(C3CC(c4ccc(C)cc4)=NN3C(=O)CCCC(=O)O)c(Cl)nc2c1 (centres undefined)	3	-0.1	9	-0.1
